NCI-60 one-dose screen, 48 h, at 10 µM unless noted. Numbers give growth in % (100 = growth as untreated, 0 = no growth, -100 = all killed).
SF-295 – SF-295 CNS cancer cells; 79,000 compounds, 5.6% hits
PC-3 – PC-3 prostate cancer cells. 80,000 compounds, 3.9% hits. AID 1794754
DU-145 – DU-145 prostate cancer | AID 1794760 | 81,000 compounds, 4.2% hits
HCC-2998 – HCC-2998 colon cancer; 79,000 compounds, 4.7% hits; AID 1794799
SNB-19 – SNB-19 CNS cancer cells | 81,000 compounds, 2.5% hits
SNB-75 – SNB-75 CNS cancer. 79,000 compounds, 5% hits. AID 1794750
SF-268 – SF-268 CNS cancer cells. 82,000 compounds, 3.1% hits
U251 – U251 CNS tumor cells; 80,000 compounds, 5.4% hits
SF-539 – SF-539 CNS cancer. 81,000 compounds, 6.8% hits. AID 1794752
Active calls of the source: *; · = not tested or not shown. How the source made its calls: active means growth percent below 10; inactive means the rest.

SMILES | SF-295 | PC-3 | DU-145 | HCC-2998 | SNB-19 | SNB-75 | SF-268 | U251 | SF-539
Cc1cc(N2CCN(C)CC2)nc(NCc2cc(Nc3ccnc4cc(Cl)ccc34)ccc2F)n1 | -70* | 29 | 10 | -13* | 34 | 21 | 8.2* | -51* | -83*
COc1ccc(-c2cc(-c3ccc(OC)c(OC)c3)nc(SCCCCCC(=O)NO)n2)cc1 | 73 | 64 | 59 | 87 | 66 | 46 | 82 | 38 | 55
COc1ncc2cc1NS(=O)(=O)c1cccc(c1)C(=O)NCC1=CC=C(S1)c1ccnc3c1SC2=C3C | 80 | 66 | 99 | 93 | 92 | 76 | 96 | 91 | 94
COC(=O)c1cc(OC)c(OC)cc1NC(=O)c1ccoc1COc1ccccc1 | 96 | 94 | 102 | 109 | 98 | 81 | 97 | 101 | 95
CCOC(=O)c1c(N2CCOCC2)[nH]c(=O)c(C=Nc2c(Cl)cccc2Cl)c1O | 111 | 97 | 104 | 103 | 93 | 85 | 94 | 97 | 96
CCCCC[C@@H]1Cc2cc(O)c(C(=O)O)c3c2[C@H](C[C@]2(OC[C@@H](CC(=O)[C@@](C)(CC)C(=O)OC)[C@@H]2C)O3)O1 | 121 | 106 | 120 | 133 | 94 | 97 | 108 | 103 | 100
O=S(=O)(NCCNS(=O)(=O)c1ccccc1)c1ccccc1 | 101 | 93 | 113 | 95 | 103 | 96 | 103 | 97 | 100
O=C(N/N=C/c1cc2ccccc2n2nnnc12)Nc1cccc(Cl)c1 | 102 | 91 | 107 | 114 | 100 | 106 | 109 | 104 | 102
OCC[S+](CCO)CCO | 100 | 93 | 112 | 110 | 104 | 69 | 103 | 105 | 98
CC(=O)N1CCOC12CCN(Cc1ccccc1)CC2 | 97 | 95 | 119 | 89 | 106 | 91 | 110 | 114 | 128
Cc1nnc(/N=C2\NC(=O)/C(=C/c3cccnc3)S2)s1 | 98 | 100 | 108 | 101 | 107 | 84 | 102 | 105 | 103
O=C(O)CCN1C(=O)/C(=C/C(Cl)=C/c2ccccc2)SC1=S | 51 | 47 | 22 | 4.7* | 34 | 13 | 27 | 21 | 10
Cn1c2ncnc-2c(O)n(C)c1=O | · | 96 | · | 94 | · | · | · | · | ·
COc1c(O[C@@H]2OC(CO)[C@@H](O)[C@H](O)C2O)cc2oc3cc(O[C@H]4O[C@H](CO)[C@H](O)C(O)C4O)c(CC=C(C)C)c(O)c3c(=O)c2c1CC=C(C)C (some centres not stated) | 113 | 95 | 114 | 102 | 100 | 102 | 109 | 99 | 103
Nc1ncnc2c1c(-c1ccc(Oc3ccccc3)cc1)nn2C[C@H]1SSC[C@@H]1O | 48 | 64 | 48 | 72 | 66 | 37 | 43 | 46 | 38
O=C1Nc2ccc(Br)cc2C1=Nc1ccc(O)cc1 | 107 | 82 | 110 | 115 | 103 | 92 | 97 | 109 | 95
C/C=C(\C)C(C(=O)NC1CCCCC1)N(C(=O)C1CCc2cc(F)ccc2O1)c1cccc(C(F)(F)F)c1 (configuration not stated) | 94 | 85 | 106 | 111 | 95 | 81 | 99 | 99 | 99
COC(=O)c1nn2c(c1C(=O)OC)CC(c1ccccc1)N(S(=O)(=O)c1ccccc1)C2 (configuration not stated) | 96 | 91 | 121 | 105 | 107 | 94 | 136 | 110 | 103
Nc1ncnc2c1ncn2[C@@H]1O[C@H](C[C@H](N)CCC[C@H](N)C(=O)O)[C@@H](O)[C@H]1O | 94 | 106 | 114 | 111 | 103 | 89 | 101 | 101 | 102
Cc1sc2nc(CN(C)C(C)c3cccs3)nc(N)c2c1C (configuration not stated) | 60 | · | 95 | · | 80 | 109 | 98 | 89 | 84
CC(=O)NC(Cc1ccc(O)c(CN2CCCCC2)c1)C(=O)O (configuration not stated) | 99 | 86 | 114 | 101 | 102 | 97 | 115 | 97 | 109
O=C(Nc1ccc2c(c1)C(=O)c1ccccc1-2)c1ccccc1 | 103 | 93 | 82 | · | 73 | 87 | 65 | -14* | 53
CC(=O)c1cnn(-c2cc(=O)[nH]c3ccc(Br)cc23)c1C | 94 | 85 | 107 | 99 | 89 | 113 | 105 | 91 | 87
COC1=CC(c2ccc[nH]2)=N/C1=C\c1[nH]c(C)c(C(=O)CCC(=O)Oc2ccc3c(c2)CCC2C3CC[C@]3(C)[C@@H](O)CC[C@@H]23)c1C (some centres not stated) | 20 | 18 | 0.7* | 9.5* | 37 | 12 | 3.8* | -48* | -19*
O=C(O)/C=C/C(=O)Nc1ccc(-n2nnc3cc(Cl)c(Cl)cc32)cc1 | 95 | 97 | 99 | 102 | 100 | 63 | 99 | 93 | 93

Part of the list above, with two lines to a compound:
The line under a structure holds: SF-295 | PC-3 | DU-145 | HCC-2998 | SNB-19 | SNB-75 | SF-268 | U251 | SF-539
Cc1cc(N2CCN(C)CC2)nc(NCc2cc(Nc3ccnc4cc(Cl)ccc34)ccc2F)n1
→ -70* | 29 | 10 | -13* | 34 | 21 | 8.2* | -51* | -83*
COc1ccc(-c2cc(-c3ccc(OC)c(OC)c3)nc(SCCCCCC(=O)NO)n2)cc1
→ 73 | 64 | 59 | 87 | 66 | 46 | 82 | 38 | 55
COc1ncc2cc1NS(=O)(=O)c1cccc(c1)C(=O)NCC1=CC=C(S1)c1ccnc3c1SC2=C3C
→ 80 | 66 | 99 | 93 | 92 | 76 | 96 | 91 | 94
COC(=O)c1cc(OC)c(OC)cc1NC(=O)c1ccoc1COc1ccccc1
→ 96 | 94 | 102 | 109 | 98 | 81 | 97 | 101 | 95
CCOC(=O)c1c(N2CCOCC2)[nH]c(=O)c(C=Nc2c(Cl)cccc2Cl)c1O
→ 111 | 97 | 104 | 103 | 93 | 85 | 94 | 97 | 96
CCCCC[C@@H]1Cc2cc(O)c(C(=O)O)c3c2[C@H](C[C@]2(OC[C@@H](CC(=O)[C@@](C)(CC)C(=O)OC)[C@@H]2C)O3)O1
→ 121 | 106 | 120 | 133 | 94 | 97 | 108 | 103 | 100
O=S(=O)(NCCNS(=O)(=O)c1ccccc1)c1ccccc1
→ 101 | 93 | 113 | 95 | 103 | 96 | 103 | 97 | 100
O=C(N/N=C/c1cc2ccccc2n2nnnc12)Nc1cccc(Cl)c1
→ 102 | 91 | 107 | 114 | 100 | 106 | 109 | 104 | 102
OCC[S+](CCO)CCO
→ 100 | 93 | 112 | 110 | 104 | 69 | 103 | 105 | 98
CC(=O)N1CCOC12CCN(Cc1ccccc1)CC2
→ 97 | 95 | 119 | 89 | 106 | 91 | 110 | 114 | 128
Cc1nnc(/N=C2\NC(=O)/C(=C/c3cccnc3)S2)s1
→ 98 | 100 | 108 | 101 | 107 | 84 | 102 | 105 | 103

New compounds follow:
SMILES | SF-295 | PC-3 | DU-145 | HCC-2998 | SNB-19 | SNB-75 | SF-268 | U251 | SF-539
O=c1[nH]c(C(F)(F)F)nc2c1nc1n2CCC1 | 100 | 98 | 118 | 102 | 102 | 99 | · | 101 | 102
O=C(N/N=C/c1ccc(Cl)cc1Cl)c1ccc2nc(-c3ccc(Cl)cc3)[nH]c2c1 | -49* | -25* | 31 | 3.7* | 4.3* | 98 | 38 | -15* | 37
CCOC(=O)c1ccccc1-c1c2cc(Br)c(=O)c(Br)c-2oc2c(Br)c(O)c(Br)cc12 | 114 | 101 | 122 | 103 | 116 | 78 | 107 | 105 | 108
CCCN1CCN(C(=S)SCc2cc(=O)oc3ccc(C)cc23)CC1 | 97 | 101 | 97 | 114 | 93 | 86 | 97 | 98 | 103
O=C(Nc1ccc(OCc2nnc(-c3ccccc3)o2)c(F)c1)Nc1ccc(Cl)c(Cl)c1 | 39 | 56 | 64 | 58 | 60 | 66 | 81 | 51 | 76
O=C(Cn1nncc1CN1C(=O)CSC1=O)Nc1ccc(Cl)cc1 | 105 | 95 | 110 | 115 | 101 | 88 | 100 | 105 | 100
Cc1cccc2c(N)c3ccccc3nc12 | 5.1* | -19* | 6.7* | 2.1* | 28 | 2.9* | -1.1* | -18* | ·
CC1=CC(=C(c2ccc(N)c(S(=O)(=O)O)c2)c2ccc(N)c(S(=O)(=O)O)c2)C=C(S(=O)(=O)O)C1=N | 97 | 102 | 115 | 100 | 111 | 92 | 95 | 101 | 97
COc1nc2c(c(=O)[nH]1)C1(C(=O)Nc3ccccc31)c1c(nc(OC)[nH]c1=O)N2 | 109 | 108 | 105 | 107 | 105 | 88 | 103 | 99 | 107
O=C1c2ccccc2C(=O)c2cc(N3CCCCC3)ccc21 | 88 | 76 | 98 | 100 | 83 | 99 | 84 | 74 | 84
O=C(NC1CC1)c1ccc(-c2nc3ccccc3s2)s1 | 114 | 97 | 112 | 93 | 96 | 97 | 120 | 95 | 106
O=C(Nc1c(Br)cc2c(c1Br)Cc1ccccc1-2)C(Cl)Cl | 106 | 83 | 118 | 105 | 83 | 89 | 99 | 100 | 102
NC(CO)C(=O)O (configuration not stated) | · | 95 | 101 | 112 | · | · | · | · | ·
Cn1cnc2c1c(=O)n(CC(=O)Nc1ccc(S(=O)(=O)Nc3ncccn3)cc1)c(=O)n2C | 109 | 84 | 116 | 105 | 102 | 89 | 108 | 98 | 99
CN1C[C@@H](c2ccc(Cl)cc2)[C@]2(NC(=S)N(c3ccc(F)c(Cl)c3)C2=O)[C@@]12C(=O)NC1C=CC(Cl)=C[C@H]12 (some centres not stated) | 47 | 8.4* | 67 | 78 | 47 | 53 | 54 | 60 | 73
Nc1ccc(Nc2ncnc3sc4c(c23)CCN(Cc2ccccc2)C4)cc1 | 98 | 89 | 106 | 105 | 97 | 89 | 101 | 102 | 78
CC1(C)[C@@H]2CC[C@]1(C)[C@@H](OC(=O)CSC#N)C2 | 101 | 99 | 107 | 104 | 102 | 114 | 117 | 99 | 111
Cc1cccc(C(=O)OCc2ccccc2)c1 | 93 | 90 | 107 | 124 | 96 | 108 | 105 | 89 | 94
CCn1c2ccccc2c2cc(Nc3ccc(O)cc3)ccc21 | 87 | 61 | 98 | 106 | 100 | 90 | 88 | 92 | 91
CC[C@H](CC[C@@H](C)[C@H]1CC[C@H]2[C@@H]3CC=C4C[C@@H](OCCC#N)CC[C@]4(C)[C@H]3CC[C@]12C)C(C)C | 98 | 90 | 105 | 102 | 99 | 101 | 103 | 95 | 99
COc1ccc(-n2nc(C(=O)NN)cc2-c2ccc(Cl)cc2)cc1 | 93 | 77 | 102 | 95 | 90 | 61 | 94 | 98 | 101
Cc1[nH]c(C(=O)Nc2ccc(C(N)=O)cc2OCc2ccc(C(=O)NCCN)cc2)c(Cl)c1Cl | 101 | 90 | 110 | 104 | 96 | 100 | 103 | 102 | 105
CCCCC(CC)CNC(=O)CI (configuration not stated) | 102 | 98 | 114 | 123 | 100 | 102 | 99 | 94 | 105
CCOC(=O)C(O)C(=O)OCc1ccc2ccccc2n1 (configuration not stated) | 102 | 89 | 111 | 100 | 100 | 98 | 102 | 93 | 106
Clc1cc(Cl)nc(Cl)n1 | 110 | 95 | 111 | 99 | 102 | 99 | 103 | 97 | ·

Additional results
SMILES | SF-295 | PC-3 | DU-145 | HCC-2998 | SNB-19 | SNB-75 | SF-268 | U251 | SF-539
CN(C)CCCNC(=O)OCc1ccc2c(Cl)cc(Cl)c(O)c2n1 | 99 | 90 | 104 | 109 | 99 | 78 | 92 | 95 | 98
Clc1ccc(C2CC(c3cccc(Nc4ccncc4)c3)=NN2c2cc(Cl)cc(Cl)c2)cc1 (configuration not stated) | 70 | 49 | 48 | 20 | 89 | 83 | 84 | 0.4* | 82
COc1cccc2c(=O)c3c(sc12)c(NCCCNCCO)nc1ccccc13 | 73 | 45 | 41 | 38 | 64 | 17 | 48 | 14 | 65
COc1c2c(c(OC)c3c1OCO3)C(c1ccc(Br)cc1)=NC(C)C2 (configuration not stated) | 67 | 56 | 100 | 111 | 81 | 85 | 96 | 79 | 101
O=C(NCc1cccc(C(F)(F)F)c1)[C@H](CCC(=O)N1CCN(C2CCCCC2)CC1)N1C(=O)[C@@H](N2C(=O)OC[C@@H]2c2ccccc2)[C@H]1/C(Cl)=C/c1ccccc1 | 47 | 22 | 61 | 32 | 39 | 59 | 31 | 28 | ·
O=C(CSc1nnc(-c2ccc(Cl)cc2)o1)Nc1nc(-c2ccccc2)cs1 | 90 | 84 | 108 | 110 | 95 | 82 | 99 | 98 | 91
CCn1c(-c2cc3c([nH]c4ccccc43)c(-c3cccc(O)c3)n2)n[nH]c1=S | 37 | 34 | 62 | 68 | 63 | 22 | 48 | 24 | 30
COc1ccc(C2C=C(c3ccc(Cl)cc3)N=C3SC(C)=CN32)cc1 (configuration not stated) | 87 | 59 | 100 | 103 | 77 | 75 | 83 | 86 | 95
CCOC(=O)CCN(CCC(=O)OCC)c1ccccn1 | 104 | 96 | 106 | 109 | 98 | 87 | 95 | 106 | 97
Cc1ccc(Nc2nc(N)nc(CSCC(=O)N/N=C/c3ccccc3F)n2)cc1 | 97 | 94 | 97 | 120 | 91 | 79 | 86 | 98 | 104
O=C1[C@H]2Cc3c([nH]c4ccccc34)[C@H](c3ccc(Cl)cc3)N2C(=O)CN1C1CCN(Cc2ccccc2)CC1 | 94 | 44 | 76 | 58 | 80 | 88 | 57 | 67 | 77
CC(=O)OCC1CCC(COC(C)=O)CC1 (configuration not stated) | 99 | 111 | 102 | 92 | 109 | 87 | 95 | 105 | 104
COc1cc(/C=N/n2c(CN3CCOCC3)nc3ccccc3c2=O)cc(OC)c1OC | 99 | 101 | 115 | 104 | 96 | 94 | 98 | 99 | 98
CNCCOc1nc2c3cnccc3cc(-c3cc(OC)c(OC)c(OC)c3)c2c2ccncc12 | -21* | -13* | -14* | -77* | -8.3* | -65* | -9.4* | -17* | -60*
O=C1Nc2ccccc2/C1=C/c1ccc(OCc2ccc(Cl)cc2)cc1 | 99 | 85 | 98 | 102 | 99 | 113 | 98 | 102 | 103
Clc1cnc(NC2CCNC2)nc1-n1cnc2ccccc21 (configuration not stated) | 102 | 102 | 109 | 109 | 102 | 95 | 102 | 104 | 110
COc1ccc(-c2ccnc3c2c(-c2ccccc2)nn3-c2ccccc2)cc1 | 93 | 96 | 100 | 116 | 89 | 93 | 102 | 97 | 89
